High-throughput results deposited in PubChem by NMMLSC.
AGP1 TOR yeast = yeast TOR pathway AGP1-GFP modulation | S. cerevisiae AGP1-GFP multiplex flow cytometry, 3 h; GFP as percent of DMSO wells | GFP response vs DMSO, % at 10 µM | 320,000 tested, 0.02% active | AID 2066;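 active = GFP response relative to DMSO above a set limit, near screen average plus 3 SD, cut at about 150% in these data; inconclusive = fewer than 70 cells counted for the yeast strain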;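 also: median GFP channel fluorescence of the gated AGP1 strain per well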
Yeast superoxide = caloric restriction mimetics inhibiting age-related superoxide in yeast. S. cerevisiae aged cells, superoxide DHE fluorescence; hits give low values. superoxide response (% of plate mean), % at 10 µM. 330,000 tested, 0.18% active;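 active = superoxide response under a set limit, about three screen SD below normal, cut at about 65% in these data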;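 also: yeast aged for seven days with compound at 30 °C before DHE staining; 100% = average MFI of all compound-treated wells on the plate with controls excluded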
GRK2 aptamer HTS = inhibitors of human GRK2 displacing RNA aptamer; inhibition of aptamer binding, % at 10 µM; P25098; 330,000 tested, 0.59% active; bead flow cytometry, FAM-aptamer displacement from GRK2;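 active = inhibition of aptamer binding above 40%, roughly 3 SD of noise, on plates passing a quality check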;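 also: median bead fluorescence of bound FAM aptamer so fluorescent compounds give negative values; no value below 0 was filed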
Target sequence (P25098 whole entry, looked up): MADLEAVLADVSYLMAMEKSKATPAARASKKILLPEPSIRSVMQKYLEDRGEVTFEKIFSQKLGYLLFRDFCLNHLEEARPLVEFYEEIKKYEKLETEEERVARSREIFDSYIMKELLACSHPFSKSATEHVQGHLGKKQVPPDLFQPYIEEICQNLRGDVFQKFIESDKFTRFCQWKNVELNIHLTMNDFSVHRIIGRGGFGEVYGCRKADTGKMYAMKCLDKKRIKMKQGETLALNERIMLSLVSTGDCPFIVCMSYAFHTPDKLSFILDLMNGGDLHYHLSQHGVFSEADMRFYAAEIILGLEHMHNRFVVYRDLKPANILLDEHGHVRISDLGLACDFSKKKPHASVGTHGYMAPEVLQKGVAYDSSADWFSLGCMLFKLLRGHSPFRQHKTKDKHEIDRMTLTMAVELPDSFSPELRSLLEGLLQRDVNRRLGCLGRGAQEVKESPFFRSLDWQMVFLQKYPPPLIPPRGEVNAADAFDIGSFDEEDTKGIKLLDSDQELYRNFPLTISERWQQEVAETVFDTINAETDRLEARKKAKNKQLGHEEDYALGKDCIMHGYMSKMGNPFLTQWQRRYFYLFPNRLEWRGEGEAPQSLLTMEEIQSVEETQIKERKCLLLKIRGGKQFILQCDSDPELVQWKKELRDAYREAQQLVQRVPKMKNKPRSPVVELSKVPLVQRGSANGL
RPL19A-GFP yeast = modulators of TOR pathway RPL19A-GFP in S. cerevisiae | percent response vs DMSO, % at 10 µM | S. cerevisiae RPL19A-GFP strain, flow cytometry, 3 h; hits give low values | 330,000 tested, 0.3% active;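 active = percent response vs DMSO below 50%; inconclusive = fewer than 70 events counted for the yeast strain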;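 also: median channel GFP fluorescence of the barcoded RPL19A-GFP strain; ratio of sample median GFP to plate DMSO average so 100% = DMSO; lower means less RPL19A-GFP as with rapamycin TOR inhibition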
CIT2 TOR yeast = modulators of TOR pathway CIT2-GFP in S. cerevisiae | 320,000 tested, 0.065% active | GFP response vs DMSO, % at 10 µM | S. cerevisiae CIT2-GFP strain, flow cytometry, 3 h; 100 means same as DMSO wells;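 active = GFP response relative to DMSO above a set limit, near the screen mean plus 3 SD, cut at about 150% in these data; inconclusive = Fewer than 70 cells measured for a yeast strain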;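 also: ratio of well median GFP fluorescence to mean of DMSO wells on the plate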
LAP4-GFP MLPCN = alters LAP4-GFP fluorescence in TOR pathway yeast screen | S. cerevisiae LAP4-GFP multiplex, flow cytometry GFP, 3 h; median GFP as percent of DMSO wells | GFP response vs DMSO, % at 10 µM | 320,000 tested, 0.34% active;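 active = GFP response vs DMSO above a set limit, about the screen mean plus 3 SD, cut at about 150% in these data; inconclusive = under 70 cell events counted for the yeast strain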
MEP2 TOR yeast = alters MEP2-GFP fluorescence in TOR pathway yeast screen; S. cerevisiae MEP2-GFP strain, flow cytometry GFP, 3 h; 100% = DMSO control level; GFP response vs DMSO, % at 10 µM; 330,000 tested, 0.51% active; AID 2016;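 active = GFP response versus DMSO above a set limit, roughly screen mean plus 3 SD, cut at about 180% in these data; inconclusive = fewer than 70 cells counted for a yeast strain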;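 also: median GFP fluorescence of the barcode-gated MEP2-GFP cells per well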
VLA-4 inh = inhibition in a human VLA-4 binding assay; 330,000 tested, 0.2% active; inhibition, % (about 7 µM as worked out from the volumes in the protocol); VLA-4 expressing cells, ligand binding flow cytometry; P13612; in the data active = inhibition above about 50%
* = called active by the depositor; i = inactive; ? = inconclusive; . = not tested or not shown; [ ] = another dose, or the depositor's remark.

SMILES	AGP1 TOR yeast	Yeast superoxide	GRK2 aptamer HTS	RPL19A-GFP yeast	CIT2 TOR yeast	LAP4-GFP MLPCN	MEP2 TOR yeast	VLA-4 inh
CC(=O)c1cccc(NC(=O)C2CC(=O)N(c3ccc4c(c3)OCCO4)C2)c1 (stereo not drawn)	93	101	0	95	94	93	93	16
COc1ccc(OC)c(/C=C/C(=O)N(C)CC(=O)Nc2cc(C)ccc2C)c1	103	102	1	105	103	96	102	16
CC(C)(C)OC(=O)C[C@H]1C/C=C\C[C@@H](CC(=O)NCCO)C(=O)NC[C@H](c2ccccc2)OC1=O	69[may fluoresce red]	100	1	?	77[may fluoresce red]	71[may fluoresce red]	76[may fluoresce red]	35
COc1ccc(-n2ncc3c(NCCCn4ccnc4)ncnc32)cc1	102	118	2	101	100	95	99	-6
COc1ccccc1C(=O)NNC(=O)c1cccc(Cl)c1	100	100	0	106	105	90	106	3
Nc1ccc2oc(-c3cccc(Br)c3)nc2c1	92	97	0	107	86	105	106	-4
CN1CCN(S(=O)(=O)c2cccc(C(=O)Nc3sc4c(c3-c3nc5ccccc5[nH]3)CCCC4)c2)CC1	101	95	0	91	96	102	105	11
CCc1ccc(C(C(=O)NC2CCCCC2)N(C(=O)c2csnn2)C2CC2)cc1 (stereo not drawn)	96	93	1	101	94	97	104	14
Cc1ccc(SCC(=O)OCC(=O)N(CC(C)C)c2c(N)n(Cc3ccccc3)c(=O)[nH]c2=O)c(C)c1	106	110	5	105	107	108	107	-3
CCOC(=O)C1CCCN(C(=S)Nc2cc(C)cc(C)c2)C1 (stereo not drawn)	98	91	0	103	113	80	101	9
NC(=O)c1ccsc1NC(=O)COC(=O)Cc1c[nH]c2ccccc12	107	95	2	100	105	103	102	17
Clc1c(Cl)c(Cl)c2n[nH]nc2c1Cl	126	91	0	95	106	101	119	13
Cc1ccc(C(=O)Nc2cccc(C(=O)NC3CCCC3)c2)cc1	90	90	1	101	93	90	98	4
Cc1ccccc1OCC(=O)N/N=C/c1ccc(N2CCOCC2)o1	85	75	11	126	91	68	108	14
COc1cc(OC)c(C(=O)Nc2ccc(N(C)C)cc2)cc1OC	96	127	2	100	88	105	106	1
CC(=O)c1ccc(NC(=O)CN2C(=O)NC(C)(c3ccc4c(c3)OCCO4)C2=O)cc1 (stereo not drawn)	103	106	0	100	105	105	107	-5
C#CCOCCOCCOCCNc1nc(N2CCN(C(=O)C([C@@H](C)O)n3cc([C@@H](N)CCCCN)nn3)CC2)nc(N2CCN(C(=O)[C@H](CCC(=O)O)n3cc([C@@H](N)[C@H](C)CC)nn3)CC2)n1 (stereo partly drawn)	96	98	0	91	91	95	95	-23
CCCc1c(C)nn(C(=O)/C(C#N)=N/Nc2ccccc2[N+](=O)[O-])c1C	94	80	0	90	96	134	91	7
COc1ccc(-c2c(C#CC(C)(C)O)c3ccccc3n2C)cc1	93	78	94*	92	75	94	93	-4
CN(C)S(=O)(=O)c1ccc(Cl)c(NC(=O)COC(=O)[C@@H]2CCCN2C(=O)c2cccs2)c1	96	101	0	94	98	91	94	-17
COC(=O)c1ccc(OCC2c3cc(OC)c(OC)cc3CCN2C(C)=O)cc1 (stereo not drawn)	108	93	4	100	103	105	101	6
O=C(/C=C/NNC(=O)c1ccccc1)c1ccccc1	93	97	1	97	96	100	94	-1
O=C(Nc1ccc(Cl)cn1)c1cccc2c(Br)cccc12	87	116	6	107	93	84	99	10
COc1ccc(Cl)cc1NC(=O)CN(C)C(=O)c1n[nH]c2ccccc12	114	90	0	105	111	117	96	-1
COc1ccc(CCN=C(N)NS(=O)(=O)c2ccc(C)c(C)c2)cc1	100	102	0	106	101	90	103	6

(listing goes on)
SMILES	AGP1 TOR yeast	Yeast superoxide	GRK2 aptamer HTS	RPL19A-GFP yeast	CIT2 TOR yeast	LAP4-GFP MLPCN	MEP2 TOR yeast	VLA-4 inh
CCC1CCCCN1S(=O)(=O)c1ccc(NC(=O)C2CCN(C(=O)c3ccco3)CC2)cc1 (stereo not drawn)	101	95	1	102	107	98	106	0
COc1cccc(NC(=O)C2CCOC2=O)c1 (stereo not drawn)	102	97	4	97	95	101	96	7
CCCN1C(=O)c2ccc(C(=O)Nc3cc(C)on3)cc2C1=O	101	112	2	97	84	109	116	12
Cc1cc2cc(CNC(=O)c3ccc(S(=O)(=O)N4CCCC4)cc3)ccc2n1C	109	110	3	104	118	98	100	-6
OCCC1CN(Cc2ccncc2)CCN1C1CCCC1 (stereo not drawn)	101	75	0	100	107	92	104	10
O=C(N=C1N=C2C=CC=CN2Cc2ccccc21)c1ccc(S(=O)(=O)N2CCCC2)cc1	100	80	0	109	106	95	107	2
CC(=O)Nc1cccc(C(=O)OCc2ccc(C(=O)Oc3ccc(Cl)cc3)cc2)c1	103	100	0	101	100	110	106	.
CCCCNC(=O)C12CCC(C)(C(=O)C1Br)C2(C)C (stereo not drawn)	98	105	0	98	96	96	93	21
Cc1cc(C)cc(N(CC(=O)NC2CCCC2)C(=O)CCC(=O)Nc2nccs2)c1	105	93	2	103	105	108	107	13
O=C(CC1C(=O)NCCN1CCCc1ccccc1)NCCc1ccccc1Cl (stereo not drawn)	105	124	0	102	121	101	110	-3
COc1ccc(N(CC(=O)NCc2ccc(Cl)cc2)S(=O)(=O)c2ccccc2[N+](=O)[O-])c(OC)c1	104	111	0	99	.	97	105	11
Cc1ccccc1C(=O)Nc1nnc(S(=O)(=O)N2CCCCC2)s1	101	101	0	98	104	100	105	3
Cc1noc(COc2ccccc2OCC(N)=O)n1	103	117	0	97	96	107	100	-2
Cc1ccc(NCc2nnc(SCC(=O)NCc3ccco3)n2CC2CCCO2)cc1Cl (stereo not drawn)	100	111	0	95	.	90	116	10
COC(=O)C1CCN(C(=O)c2ccccc2NC(C)=O)CC1	109	104	0	107	114	108	105	-6
Cc1nn(C)c(C)c1S(=O)(=O)N1CCCC(C(=O)NCCc2ccc(Cl)cc2)C1 (stereo not drawn)	101	88	0	98	106	105	109	15
COc1ccc(C2C(C(=O)Nc3ccccc3OC)=C(C)Nc3nnnn32)c(OC)c1 (stereo not drawn)	.	91	0	98	107	100	103	4
CCC1(C)Cc2c(sc3nc(SC)n(Cc4ccccc4)c(=O)c23)CO1 (stereo not drawn)	105	101	2	103	101	101	103	17
O=C(OCN1C(=O)c2ccccc2C1=O)c1ccccc1	96	95	1	91	85	125	101	1
COc1ccccc1C(=O)OC(C)CN1CCN(C)CC1 (stereo not drawn)	107	103	0	105	110	90	107	17
COc1cc(NC(=O)N2CCOCC2)cc(OC)c1	96	108	0	95	104	96	98	-2
O=C(NCCCN1CCOCC1)c1c(F)cccc1F	106	94	1	100	106	93	98	5
CCc1ccc(C(=O)/C=C/c2ccc([N+](=O)[O-])o2)cc1	78	99	1	99	155*	215*	185*	i
O=C(CSc1ccc(-c2cccc([N+](=O)[O-])c2)nn1)N1CCCCCC1	96	100	0	94	91	97	95	7
CCCc1nc2oc3c(OC)ncnc3c2c2c1COC(C)(C)C2	100	106	3	103	104	107	112	-9

2 compounds picked at random from those above:
SMILES	AGP1 TOR yeast	Yeast superoxide	GRK2 aptamer HTS	RPL19A-GFP yeast	CIT2 TOR yeast	LAP4-GFP MLPCN	MEP2 TOR yeast	VLA-4 inh
CC(=O)Nc1cccc(C(=O)OCc2ccc(C(=O)Oc3ccc(Cl)cc3)cc2)c1	103	100	0	101	100	110	106	.
CCCc1nc2oc3c(OC)ncnc3c2c2c1COC(C)(C)C2	100	106	3	103	104	107	112	-9

More compounds:
SMILES	AGP1 TOR yeast	Yeast superoxide	GRK2 aptamer HTS	RPL19A-GFP yeast	CIT2 TOR yeast	LAP4-GFP MLPCN	MEP2 TOR yeast	VLA-4 inh
CCc1noc(C)c1C(=O)N(CC)CC(=O)Nc1ccccc1C(F)(F)F	111	103	0	108	111	108	104	4
O=C(Nc1nnc(COc2ccc(Cl)cc2)s1)c1ccc([N+](=O)[O-])cc1	108	101	0	104	110	100	101	-7
Cc1cc(-c2ccc(C)c(S(=O)(=O)N3CCN(c4ccccn4)CC3)c2)on1	102	91	1	99	94	105	93	4
COc1cc(S(=O)(=O)n2cnc(C)c2)ccc1Cl	104	126	1	101	96	109	94	10
COc1ccccc1N1C(=O)C2CCC(c3ccccc3)CC2C1=O (stereo not drawn)	103	102	1	103	97	91	102	2
CC[C@@]12C(=O)N(c3ccccc3)C(=O)N1[C@H](c1cccc(C)c1)[C@@H]1C(=O)N(Cc3ccccc3)C(=O)[C@@H]12	89	100	0	95	108	131	95	-1
Cc1ccc(S(=O)(=O)N(C(=O)c2ccncc2)c2ccc(OC(=O)c3ccncc3)c3ccccc23)c(C)c1	103	89	0	103	105	108	97	-1
Cc1ccc(C(=O)O)cc1NC(=O)c1ccc2c(c1)C(=O)N(c1ccc([N+](=O)[O-])cc1)C2=O	99	134	6	98	88	96	96	-3
N#CC(=C=[N-])c1nc2ccccc2nc1-[n+]1cccc(NC(=O)c2ccc(F)cc2)c1	106	98	1	101	103	105	100	-1
NC1=NC2CS(=O)(=O)CC2S1 (stereo not drawn)	95	145	1	95	94	89	91	11
COc1ccc(-c2c(C#Cc3ccsc3)c3cc(-c4ccc5[nH]ccc5c4)ccc3n2C)cc1	100	99	1	97	97	101	87	5
COc1cc(C2C(C#N)=C(N)Oc3cc(N(C)C)ccc32)cc2c1OCO2 (stereo not drawn)	95	102	0	98	92	98	95	-1
COc1ccccc1N1CCN(Cc2cn[nH]c2-c2ccc(F)cc2)CC1	104	100	0	93	92	108	96	27
COCCNC(=O)CSc1nnc(NC(=O)C2CC(=O)N(c3ccccc3OC)C2)s1 (stereo not drawn)	99	114	0	102	102	99	104	-4
COc1cc(C(C#N)N2CCOCC2)ccc1O (stereo not drawn)	105	107	0	105	109	72	106	29
CCOC(=O)c1c(C)oc2ccc(OCc3cc(C(=O)OC)oc3C)cc12	96	98	1	95	96	98	90	-10
Fc1c(F)c(F)c(SCn2cc(Br)cn2)c(F)c1F	97	85	1	97	88	99	92	-2
CN(C)S(=O)(=O)c1ccc(C(=O)Nc2nnc(Cc3ccccc3)s2)cc1	.	106	0	96	93	96	95	-5
CN(C)c1ccc(N/C=C/C(=O)c2ccc(F)cc2)cc1	96	126	0	97	86	127	92	-5
O=C(NCCNC(=O)c1ccco1)c1ccco1	103	87	1	105	112	87	103	-1
CS(=O)(=O)N(CC(=O)NCc1ccco1)c1ccc(OCc2ccccc2)cc1	107	112	2	94	97	105	98	1
Cn1cc(C(c2ccccn2)c2cn(C)c3ccccc23)c2ccccc21	96	97	0	97	83	95	102	-8
O=C(Nc1nnc(CCc2ccccc2)s1)c1ccccc1	95	98	0	105	106	89	103	-7
COC(=O)c1ccc(/C=N/NC(=O)C(=O)N2CCCCCC2)cc1	101	103	0	99	100	105	99	4
COCCN1Cc2cccc(C(=O)NC(C)c3cccs3)c2C1=O (stereo not drawn)	103	98	4	98	.	91	100	-6

Remaining list, next part.
SMILES	AGP1 TOR yeast	Yeast superoxide	GRK2 aptamer HTS	RPL19A-GFP yeast	CIT2 TOR yeast	LAP4-GFP MLPCN	MEP2 TOR yeast	VLA-4 inh
c1ccn2c(c1)nc1c2nc2ccccn21	101	98	0	104	95	107	114	21
FC(F)Oc1ccc(/C=N/n2c(Cc3ccc(Br)cc3)n[nH]c2=S)cc1	102	103	3	100	106	94	101	-8
N#Cc1c(-c2cccc(Cl)c2)[nH]c(=S)[nH]c1=O	100	100	3	102	95	102	100	-4
O=C(Nc1ccc(N2CCN(C(=O)c3cccs3)CC2)c(Cl)c1)c1cccnc1	101	110	1	96	100	109	100	0
CNC(=O)CSc1nnc(-c2cnccn2)n1C	105	95	0	110	104	99	105	-1
O=C(NC(Cc1ccccc1)C(=O)O)c1ccc(S(=O)(=O)N2CCCC2)cc1 (stereo not drawn)	98	113	0	96	105	91	101	13
